Assay outcomes from PubChem BioAssay.
GCN5L2 inh = inhibitors of human GCN5L2 histone acetyltransferase; Q92830; GCN5L2 HAT assay, ThioGlo1 CoA-SH fluorescence; Potency, µM (series often up to 58.9 µM), for the others: top-dose activity change, negative = inhibition, hits mostly inhibitors; hit rate 0.21% among 390,000; AID 504327
Target sequence (Q92830 whole entry, looked up): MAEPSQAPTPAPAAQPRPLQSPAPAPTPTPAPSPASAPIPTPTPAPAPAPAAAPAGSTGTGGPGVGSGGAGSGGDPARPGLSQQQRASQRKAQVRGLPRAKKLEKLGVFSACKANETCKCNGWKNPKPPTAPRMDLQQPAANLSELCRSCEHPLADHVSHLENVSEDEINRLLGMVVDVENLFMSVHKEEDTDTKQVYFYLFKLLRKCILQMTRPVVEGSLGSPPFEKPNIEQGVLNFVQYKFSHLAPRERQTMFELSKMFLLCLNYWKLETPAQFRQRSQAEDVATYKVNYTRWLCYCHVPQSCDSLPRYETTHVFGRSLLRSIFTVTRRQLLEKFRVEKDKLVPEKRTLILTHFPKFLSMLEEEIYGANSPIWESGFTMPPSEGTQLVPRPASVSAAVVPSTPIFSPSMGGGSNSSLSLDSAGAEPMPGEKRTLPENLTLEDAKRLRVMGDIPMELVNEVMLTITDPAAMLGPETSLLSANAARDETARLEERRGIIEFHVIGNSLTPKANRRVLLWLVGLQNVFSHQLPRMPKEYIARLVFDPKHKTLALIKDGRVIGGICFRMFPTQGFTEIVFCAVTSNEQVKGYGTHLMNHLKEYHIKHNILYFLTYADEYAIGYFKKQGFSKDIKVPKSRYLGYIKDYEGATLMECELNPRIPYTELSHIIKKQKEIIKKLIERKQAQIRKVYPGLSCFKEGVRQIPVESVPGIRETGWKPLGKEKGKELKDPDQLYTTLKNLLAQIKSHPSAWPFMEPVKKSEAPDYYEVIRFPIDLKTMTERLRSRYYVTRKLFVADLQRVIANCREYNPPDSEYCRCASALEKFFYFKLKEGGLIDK
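GCN5L2 (20nM final) in 50mM HEPES, 0.1mM EDTA pH 7.5, 0.01% Tween-20 was preincubated 15 min at room temperature with compound, then given ThioGlo1 (50uM), H3(1-25) peptide (75uM) and acetyl-CoA (70uM); CoA-thiol fluorescence (Ex340/Em540) was read at 0 and 20 min.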
N370S GC mod = inhibitors or activators of N370S glucocerebrosidase for Gaucher disease; N370S GC spleen homogenate, 4MU-glucoside fluorescence; Potency, µM (titrated, usually from 59.4 µM), inactives show at the highest dose activity change, negative = inhibition, actives largely listed as inhibitors; hit rate 0.092% among 330,000; P04062;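 note: 0% = full enzyme activity and -100% = no enzyme basal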
FEN1 inhibitor = inhibitors of human flap endonuclease 1. P39748. Recombinant FEN1 flap cleavage, fluorescence, 15 min. Potency, µM (series often up to 114 µM), for inactives: at the top dose activity change, negative = inhibition, usual class: inhibitors. hit rate 0.35% among 390,000; note: nearly all actives have a fitted effect of over 65% in size
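Compounds are tested as a concentration series against 10 nM FEN1; after a 15 min room-temperature preincubation, 50 nM substrate starts cleavage, with plate reads at 0 and 15 min. Normalized responses are fitted by a Hill equation.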
* = called active by the depositor; ? = inconclusive; / = not tested or not shown; & = joins results of further samples; [ ] = remark or other dose. Calls come from the whole dose curve; as a rule, active = well fitted curve in the direction sought with a large enough effect; inconclusive = small, poorly fitted or top-dose-only effect, or another doubt; inactive = no such curve, though single readings can be large; an effect the other way counts as inactive or inconclusive. Unless noted, % is set by controls: 0 for no effect and ±100 for the full control effect; potency is the fitted concentration of half-maximal effect.

Values in the order: GCN5L2 inh, N370S GC mod, FEN1 inhibitor
- N#Cc1c(-c2ccccc2)nc(-c2ccncc2)[nH]c1=O
  -5%, -2%, -1%
- COc1ccc(NS(=O)(=O)c2cccc(C(=O)OCC(=O)c3c(N)n(C)c(=O)n(C)c3=O)c2)cc1
  -3%, /, -12%
- COC(=O)C1=C(C)NC(=O)NC1c1ccc(N2CCC(c3ccccc3)=N2)cc1 (stereo not drawn)
  -20%, 20%, -1%
- Cc1sc2ncnc(NCC(O)c3ccc([N+](=O)[O-])cc3)c2c1C (stereo not drawn)
  -3%, 7%, -21%
- COc1ccc(Cn2c(=O)[nH]c3cc(C(=O)N4CCN(c5cccc(Cl)c5)CC4)ccc3c2=O)cc1
  -7%, /, -9%
- Cc1sc2nc(CN3CCOCC3)nc(N3CCN(S(=O)(=O)c4ccccc4)CC3)c2c1C
  -12%, /, -1%
- O=C(CN(C(=O)c1ccccc1)N1C(=O)CCC1=O)c1cccs1
  -4%, -8%, 1%
- c1ccc(-c2cc3n(c2)CCc2ccccc2-3)cc1
  -1%, 18%, -8%
- CC(C)CNc1oc(-c2ccc(F)cc2)nc1C#N
  -2%, 3%, 16%
- CC(C)NC(=O)c1cccc(Cn2cc(Cl)cn2)c1
  -9%, -1%, -6%
- O=C(Nc1ccc(N2CCOCC2)c(F)c1)c1cccs1
  0%, -2%, -11%
- O=C(NCc1cccnc1)c1ccc(Cl)c(Cl)c1
  -1%, 0%, -5%
- COc1ccc(-c2cc(C(=O)N3CCCCCC3)c3cc(C)ccc3n2)cc1
  -8%, ?, -25%
- C=CCNC(=S)NCc1ccccc1
  -1%, 20%, 14%
- C=C(C)C(=O)Nc1cccc(C2=NOC3(C2)C[C@@H](C(N)=O)N(C(=O)c2ccc(OC)cc2)C3)c1 (stereo partly drawn)
  4%, -5%, ?
- O=c1c([N+](=O)[O-])cccn1Cc1ccc(F)cc1Cl
  -13%, 23%, 5%
- O=S(=O)(c1ccc(F)cc1)N1CCN(c2nc(-c3cccnc3)nc3ccccc23)CC1
  -9%, /, 0%
- C=CCOc1ccccc1CN1CCCCCC1
  -3%, 2%, -20%
- COc1cc2c(cc1OC)C(NNC(=O)c1ccc(Br)o1)=NC(C)(C)C2
  0%, 0%, -2%
- CCCCOc1ccc(-c2nnn(CC(=O)NCc3ccco3)n2)cc1
  -6%, -1%, 3%
- Cc1cc(C)c(OCC(=O)OCC(=O)N2CCN(C(=O)c3ccco3)CC2)c(C)c1
  2%, -1%, -14%
- COc1ccc(CCNC(=O)CC2C(=O)NCCN2CC(C)(C)C)cc1 (stereo not drawn)
  11%, -3%, -7%
- CCOc1ccc(S(=O)(=O)Nc2ccc(C(=O)N3CC(C)OC(C)C3)cc2)cc1 (stereo not drawn)
  2%, 0%, 7%
- O=C(O)CCN(CCC(=O)O)c1ccccc1
  2%, -4%, -2%
- COc1ccc(C)cc1NC(=O)c1oc2ccc(S(=O)(=O)N3CCC4(CC3)OCCO4)cc2c1C
  -3%, /, -14%
- COc1ccc(OC)c(NC(=O)COc2coc(CN3CCc4ccccc43)cc2=O)c1
  -13%, -1%, -6%
- CN1C(=O)S/C(=C/c2ccc(OCc3cccc(C(=O)O)c3)cc2)C1=O
  1%, -1%, 10%
- Cc1ccc(SCC(=O)N(C)C2CCS(=O)(=O)C2)c(C)c1 (stereo not drawn)
  -1%, /, 4%
- O=C(c1nc2ccc(Cl)cn2c1CNCCn1ccnc1)N1CCCCCCC1
  5%, -2%, 3%
- Cc1nnc(NC(=O)CSc2nnc(CNC(=O)c3ccccc3)n2-c2ccccc2)s1
  -3%, 1%, 3%

Random excerpt: 3 compounds from above.
Values in the order: GCN5L2 inh, N370S GC mod, FEN1 inhibitor
- O=C(CN(C(=O)c1ccccc1)N1C(=O)CCC1=O)c1cccs1
  -4%, -8%, 1%
- C=C(C)C(=O)Nc1cccc(C2=NOC3(C2)C[C@@H](C(N)=O)N(C(=O)c2ccc(OC)cc2)C3)c1 (stereo partly drawn)
  4%, -5%, ?
- COc1ccc(CCNC(=O)CC2C(=O)NCCN2CC(C)(C)C)cc1 (stereo not drawn)
  11%, -3%, -7%

(more compounds)
Values in the order: GCN5L2 inh, N370S GC mod, FEN1 inhibitor
- O=C(Nc1ccc(S(=O)(=O)N2CCOCC2)cc1)c1ccc(=O)[nH]c1
  -19%, -2%, -5%
- CC(C)C[C@H](NC(=O)[C@H](CC(C)C)NC(=O)[C@H](CCC(N)=O)NC(=O)[C@H](CO)NC(=O)[C@@H]1CCCN1C(=O)[C@H](CO)NC(=O)[C@H](CO)NC(=O)[C@@H](NC(=O)[C@H](Cc1cnc[nH]1)NC(=O)[C@H](CCC(=O)O)NC(=O)[C@H](Cc1ccc(O)cc1)NC(=O)[C@H](CCCCN)NC(=O)[C@H](CCC(N)=O)NC(=O)[C@H](Cc1ccc(O)cc1)NC(=O)[C@H](CC(=O)O)NC(=O)[C@@H](NC(=O)[C@@H]1CCCN1C(=O)[C@H](CC(=O)O)NC(=O)[C@H](CC(N)=O)NC(=O)[C@H](CC(=O)O)NC(=O)CNC(=O)[C@H](CC(=O)O)NC(=O)[C@@H]1CCCN1C(=O)[C@H](CCC(N)=O)NC(=O)[C@H](Cc1ccc(O)cc1)NC(=O)[C@H](C)NC(=O)[C@H](Cc1c[nH]c2ccccc12)NC(=O)[C@H](Cc1ccccc1)NC(=O)[C@@H](NC(=O)[C@@H](N)CO)[C@@H](C)O)[C@@H](C)O)[C@@H](C)O)C(=O)N[C@@H](C)C(=O)N1CCC[C@H]1C(=O)NCC(=O)N[C@@H](CC(=O)O)C(=O)N[C@@H](Cc1ccc(O)cc1)C(=O)O
  1%, 1%, /
- CCOP(=O)(OCC)/C(C#N)=C/c1c[nH]c2ccccc12
  2%, 2%, -6%
- Cc1ccc(-n2c(=O)cc(N3CCCCCC3)[nH]c2=O)cc1
  1%, -3%, -3%
- CN(C)NC(=O)c1csnc1-c1c(Cl)cccc1Cl
  -2%, 6%, 17%
- CCOC(=O)C1CCN(C(=O)CSc2c3c(nc4ccc(Cl)cc24)CCCC3)CC1
  -2%, /, -2%
- COc1ccc(-c2cc(C)no2)cc1S(=O)(=O)N1CCCN(Cc2ccc(F)cc2)C1
  -8%, -29%, -19%
- Cc1ccc(S(=O)(=O)c2cc3c(=O)n4ccccc4nc3n(CCCN3CCOCC3)c2=N)cc1C
  -6%, ?, -26%
- COc1ccccc1CCNC(=O)C(=O)NCC1OCCN1S(=O)(=O)c1ccc(OC)c(OC)c1 (stereo not drawn)
  14%, 0%, 15%
- COc1cc(NC(=O)CN2C(=O)NC(C)(c3ccc(OC(F)F)cc3)C2=O)cc(OC)c1OC (stereo not drawn)
  -4%, -10%, -6%
- CCc1c(C)nc2cc(-c3cc(OC)cc(OC)c3)nn2c1N1CCCC1
  -8%, 15%, -12%
- CCc1ccc(C2C(C#N)=C(N)N(N(C)C)C3=C2C(=O)CCC3)cc1 (stereo not drawn)
  -2%, 28%, 15%
- Cc1cc(C)c2cc(C(=O)N3CCC(C(=O)c4ccc(F)cc4)CC3)[nH]c2c1
  -24%, 11%, -8%
- CN(Cc1ccccc1)CC(O)COc1ccc(CNCCOc2cccnc2)cc1 (stereo not drawn)
  -2%, 2%, -2%
- O=C(Nc1ccccc1Cl)N1CCC(CN2CCCCC2)CC1
  -8%, /, -12%
- COc1cccc(-c2nn3c(-c4ccccn4)nnc3s2)c1
  1%, 1%, 3%
- O=S(=O)(c1ccc(Br)cc1)c1nc(-c2ccco2)oc1SCc1ccccc1F
  -5%, /, -20%
- CC(=O)c1cccc(NC(=O)CN(C)Cc2ccc(OC(F)F)cc2)c1
  0%, -4%, -13%
- CCOc1ccc(CNC(=O)c2cc3oc4ccccc4c3n2C)cc1
  -3%&-4%, -19%, 25%&-2%
- Cc1ccc(C(c2nnnn2CCC(C)C)N2CCN(C)CC2)cc1 (stereo not drawn)
  1%, -14%, 0%
- CCCCCn1c(CN2CCN(CCO)CC2)nc2c1c(=O)n(C)c(=O)n2C
  -15%, -1%, -3%
- O=C(CN(c1ccc(Cl)c(C(F)(F)F)c1)S(=O)(=O)c1ccccc1)N/N=C/c1cccc2c1OCCO2
  -14%, 27%, -16%
- COc1cc(/C=C2/SC(=S)N(CC(=O)NC(C)(C)C)C2=O)cc(OC)c1OC
  -12%, 6%, -5%
- Cc1cc(C(=O)NNC(=S)NCc2ccccc2)cs1
  2%, 9%, 42%[activator]
- O=C(Nc1ccccc1F)c1ccc2c(Cl)c3c(nc2c1)CCC3
  3%, /, -18%
- CC[N+](C)(C)CC/C=C1/c2ccccc2Sc2ccc(Cl)cc21
  -3%, -18%, -9%
- CCSc1oc(-c2ccco2)nc1S(=O)(=O)c1ccc(Br)cc1
  -7%, /, -1%
- Cc1ccc(C(=O)Nc2ccc3oc(-c4ccc(C(C)(C)C)cc4)nc3c2)cc1
  0%, /, -1%
- O=C(O)c1ccc(/C=N/Nc2cccc(C(F)(F)F)c2)cc1
  -5%, -6%, 1%
- O=C(CC(=O)Nc1ccccc1C(F)(F)F)Nc1ccccc1C(F)(F)F
  -4%, -1%, 0%
- CCOC(=O)c1ccc(NC(=O)Cn2nc(SC)c(S(=O)(=O)c3ccc(Cl)cc3)c2N)cc1
  -15%, /, -7%
- CC(C)C(NC(=O)c1cccs1)C(=O)NC1=NCCS1 (stereo not drawn)
  -3%, 3%, -5%
- Cc1ccc(-n2nc3c(c2NC(=O)c2c(F)cccc2Cl)CS(=O)(=O)C3)cc1C
  -3%, 0%, 1%
- O=C(O)C1=C[C@@H](c2ccc3c(c2)OCO3)C[C@@H](OCCCCO)O1
  -2%, 2%, 24%
- CCC(=O)Nc1ccc2c(c1)nc(CCN1CCCCC1)n2C
  22%, 4%, 7%
- CN1CCN(c2nc3ccccn3c(=O)c2C=C(C#N)C#N)CC1
  -16%, -11%, -3%
- O=C(NCc1ccco1)c1nc2ncccn2n1
  /, -6%, -5%
- CC(C)(C)c1ccc(-c2cc(C(=O)NNC(=O)Nc3ccccc3)c3ccccc3n2)cc1
  -13%, 13%, -21%
- COc1ccc(NC(=O)N2CCCC3(CCN(S(C)(=O)=O)CC3)C2)cc1
  12%, -2%, /
- CCc1nnc(NC(=O)CSc2nnc(-c3ccccc3O)o2)s1
  -23%, 11%, -5%
- CC(C)(CNC(=O)Cc1ccc(Br)cc1)N1CCOCC1
  1%, -5%, 1%
- COc1ccc(NC(=O)c2ccccc2)cc1
  -3%, /, -10%
- CC(C)(C)C(=O)COC(=O)c1ccc(N)c([N+](=O)[O-])c1
  -4%, -3%, -6%
- COc1ccc(-c2cc(C(=O)N(C)CC(=O)Nc3cccc(F)c3)c3ccccc3n2)cc1
  ?, 23%, -9%
- Cc1ccc(-n2nc3c(=O)n(CCCC(=O)N4CCCCC4)nc(C)c3c2C)cc1
  2%, 13%, 18%

Rewritten with tabs: 3 of the compounds above.
Compound	GCN5L2 inh	N370S GC mod	FEN1 inhibitor
CC(C)(C)c1ccc(-c2cc(C(=O)NNC(=O)Nc3ccccc3)c3ccccc3n2)cc1	-13%	13%	-21%
COc1ccc(NC(=O)N2CCCC3(CCN(S(C)(=O)=O)CC3)C2)cc1	12%	-2%	/
Cc1ccc(-n2nc3c(=O)n(CCCC(=O)N4CCCCC4)nc(C)c3c2C)cc1	2%	13%	18%

Further results:
Values in the order: GCN5L2 inh, N370S GC mod, FEN1 inhibitor
- CN(C)C(=O)COc1ccc(S(=O)(=O)c2ccc(OCC(=O)N(C)C)cc2)cc1
  12%, -6%, -6%
- N#Cc1c(-c2ccccc2)cc(-c2ccccc2)nc1SCC(=O)Nc1ccc(Cl)cc1
  1%, /, 16%
- CC(C)(C)NCc1ccc(OCc2cccs2)cc1
  -11%, -12%, 0%
- COc1ccc(CCNC(=O)c2cc(S(=O)(=O)N3CCCC(C)C3)cn2C)cc1OC (stereo not drawn)
  -2%, /, 14%
- Oc1ccccc1C=NCCN=Cc1ccccc1O
  2%, -8%, 1%
- O=C(Cn1ccn(-c2ccc(F)c(F)c2)c(=O)c1=O)Nc1ccccc1F
  -6%, /, -1%
- CCc1ccc(-n2c(SC(CC)C(=O)N(CC)CC)nc3n[nH]c(C)c3c2=N)cc1 (stereo not drawn)
  -3%, /, -11%
- CC(=O)C(Sc1nc(-c2ccccc2Cl)nc2c1c(=O)n(C)c(=O)n2C)C(=O)N(C)C (stereo not drawn)
  -9%, /, -13%
- COc1ccc(C2NC(=O)NC3=C2C(=O)CCC3)cc1 (stereo not drawn)
  -10%, 4%, -2%
- O=C(O)c1cccc(-n2c(-c3cnccn3)n[nH]c2=S)c1
  -1%, -17%, -1%
- Cc1cccc(NC(=S)N2CCC(N(C)CC3CCCO3)CC2)c1C (stereo not drawn)
  -2%, 1%, 1%
- COc1ccc(-n2ncc3c2CC(C)(C)CC3NC(=O)CCN2CCCC2=O)cc1 (stereo not drawn)
  -2%, -5%, 18%
